# Screening results as filed in PubChem BioAssay.
# PGC1a acetyl inh: PGC1a acetylation modulation, inhibitor mode; U2OS PGC1a acetylation, AlphaScreen anti-acetyl-lysine; with virally co-expressed GCN5 acetyltransferase; inhibition, % at 15.6 µM; actives 0.17% (n = 350,000);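 active means every replicate shows inhibition of at least 40%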;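 further: 0% = neutral control wells and 100% = positive control wells; some results beyond the cut were filed as inactive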
# Cneo AK release: Cryptococcus neoformans lysis via adenylate kinase release. C. neoformans lysis, adenylate kinase release luminescence, 4 h; normalised: neutral wells 0, clomiphene wells 100. lysis activity, % at 15 µM. actives 0.2% (n = 360,000). AID 651654;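 active means mean lysis activity across replicates of at least 80%, whatever share of replicates individually reach that level; inactive means mean lysis activity below 80%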
#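 Assay system: C. neoformans cells. Amount: yeast cell density of 5 × 10^6 cells/mL. Technique: AK luminescence. Buffer or medium: YPD. Times: static 4 h at 37 °C with compound, 1 h detection. Dosing: single-point compound dose. Read-out: lysis from increased AK signal.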
# * hit, by the source's call.
# Fields: Cneo AK release	PGC1a acetyl inh
Nc1c(NCc2ccccc2F)c(=O)[nH]c(=O)n1Cc1ccccc1
→ 2	8
CCSc1c(-c2ccccc2)nc2c(C)cccc2c1C(=O)O
→ -2	2
COc1ccc(/C=N/NC(=O)c2cccc([N+](=O)[O-])c2)cc1OC(=O)c1ccc(C)cc1
→ -2	7
O=C(NC1CCCCC1)C1CCN(S(=O)(=O)N2CCOCC2)CC1
→ 3	-5
Cc1cccc(C(=O)NCC2CCCO2)c1 (centres undefined)
→ -1	0
CCOc1ccccc1NC(=O)C1CCN(S(=O)(=O)c2c(C)noc2C)CC1
→ 5	-5
COc1cc(C(=O)Sc2ccc(Cl)cc2)cc(OC)c1OC
→ -3	-18
CCCCCNc1nc(N2CCCC2)c2c(c1C#N)CCN(C)C2
→ 4	-15
CC(C)C(=O)N1CCN(C2=NS(=O)(=O)c3ccccc32)CC1
→ 0	10
O=c1ccc2cc3c([nH]c4ccc(Br)cc43)oc-2c1O
→ 0	8
COc1ccc(-c2nc3ccncc3[nH]2)cc1OC
→ -1	-1
O=C(CSCc1cccc(Cl)c1)N1CCN(Cc2ccc3c(c2)OCO3)CC1
→ 5	-6
Cc1ccc(S(=O)(=O)NCC(=O)OCc2nnc(-c3ccccc3)o2)cc1C
→ -3	-4
CC1Cc2ccccc2N1c1ncnc2nc[nH]c12 (centres undefined)
→ 3	32
COc1ccc(-c2ccc(-c3noc(-c4ccco4)n3)c(OC)n2)cc1
→ -4	-4
CCCOC(=O)CSC1=C(C#N)C(c2ccccc2OCC)C(C#N)C(=O)N1 (centres undefined)
→ 0	13
Cc1nn(C)c(C)c1NS(=O)(=O)c1ccccc1
→ 0	-3
COc1cc(CC(=O)NCc2ccc3c(c2)OCO3)cc(OC)c1OC
→ 0	4
Cc1ccc(C(=O)N/C(=C\c2ccco2)C(=O)NCC2CCCO2)cc1C (centres undefined)
→ -1	-11
Cc1oc(CC(C)C)cc1C(=O)Nc1ccc(C(=O)O)cc1
→ 1	-5
CCNC(=S)NNC(=O)c1ccoc1C
→ -1	-2
CN(C)c1nn(C(=O)Nc2ccc(Cl)cc2Cl)cc1-c1ccccc1
→ -1	-7
c1ccc(C(CN2CCOCC2)c2ccccc2)cc1
→ 3	-10
CCOCCn1c(CCCO)nc2ccccc21
→ 0	16
O=S(=O)(c1ccc2ccccc2c1)N1CCN(S(=O)(=O)N2CCOCC2)CC1
→ -2	-17
O=C(NS(=O)(=O)c1ccc2c(c1)OCCO2)c1ccccc1
→ -2	-2
Cc1ccc2nc3sc(C(=O)N4CCCc5ccccc54)c(N)c3cc2c1
→ 1	-9
CCCN1Cc2cccc(C(=O)NCc3ccc4c(c3)OCO4)c2C1=O
→ 0	3
OC(COc1ccc2ccccc2c1Br)Cn1cnc(-c2ccccc2)c1 (centres undefined)
→ 2	-4
CCOc1cc(/C=N/NC(=O)Cn2nc([N+](=O)[O-])cc2C)ccc1OCc1ccc(F)cc1
→ 1	-2
CCn1c(CSc2nnc(C)n2-c2ccccc2)nc2cc(S(=O)(=O)N(C)C)ccc21
→ 1	0
CCCC(=O)Nc1c(C)nn(C(=O)CCC)c1C
→ 0	-6
CCN(CC(=O)NC1CCS(=O)(=O)C1)c1ccc(S(C)(=O)=O)cc1[N+](=O)[O-] (centres undefined)
→ 1	11
CCOC(=O)c1ccc(NC(=O)CN2C(=O)C3C4C=CC(C4)C3C2=O)cc1 (centres undefined)
→ 1	0
COc1ccc(C(=O)c2c(C(F)(F)F)oc3c2C(=O)c2ccccc2C3=O)cc1OC
→ -15	46
CCC1CCCCN1C(=O)Cn1c(=O)n(CCC(=O)NCc2ccco2)c(=O)c2sccc21 (centres undefined)
→ -1	-3
C/C(=N/Nc1nc(C)cc(-c2ccccc2)n1)c1ccco1
→ 2	4
Cc1cccc(N2CCN(C(c3ccc(N(C)C)cc3)c3nnnn3C(C)(C)C)CC2)c1C (centres undefined)
→ 0	15
CC(C)CCNc1nc2c(c(=O)n(Cc3cccc(F)c3)c(=O)n2C)n1C
→ -2	-5
CN(C)c1ccc(/C=[N+](\[O-])C(C)(C)/C=N/O)cc1
→ 0	1
COc1cccc(-c2cc(C(F)(F)F)n3ncc(C(=O)NCC4CCCO4)c3n2)c1 (centres undefined)
→ -1	-19
Cc1cc(NC(c2cccnc2)c2ccc3cccnc3c2O)no1 (centres undefined)
→ 0	22
COc1ccc(N2C(=O)CCC(C(=O)NCc3cccnc3)C2c2ccc(OC)c(OC)c2)cc1 (centres undefined)
→ -2	-12
Cc1ccc(C(=O)Nc2ncc3c(Cl)cccc3n2)cc1
→ -14	0
O=C1c2cccc3cccc(c23)C(=O)N1c1ccc2ncccc2c1
→ -1	-6
CCc1ccc(NC(=O)CSc2nnc(CC)c(CC)n2)cc1
→ 0	-17
COc1ccc(C2C3=C(CCCC3=O)Nc3nc(C(F)(F)F)nn32)c(OC)c1OC (centres undefined)
→ -1	-2
COc1ccc(-c2nnc(SCC(=O)c3cccs3)o2)cc1
→ 0	-7
COc1ccc(CCNC(=O)c2ccc(CS(=O)(=O)c3ccc(C)cc3)o2)cc1OC
→ 0	-32
Cc1ccc(CSc2sc(C(=O)c3ccccc3)c(N)c2C#N)cc1
→ -1	-1

# 4 compounds already listed, arranged by their value in PGC1a acetyl inh, smallest number first.
molecule	PGC1a acetyl inh
CC(C)CCNc1nc2c(c(=O)n(Cc3cccc(F)c3)c(=O)n2C)n1C	-5
CCCN1Cc2cccc(C(=O)NCc3ccc4c(c3)OCO4)c2C1=O	3
O=c1ccc2cc3c([nH]c4ccc(Br)cc43)oc-2c1O	8
CC(C)C(=O)N1CCN(C2=NS(=O)(=O)c3ccccc32)CC1	10

# (list continues)
# Fields: Cneo AK release	PGC1a acetyl inh
O=C(Cc1coc2ccc3ccccc3c12)Nc1nccs1
→ 1	-13
Cc1cccc(-c2nnc(SCC#N)n2Cc2ccccc2)c1
→ -2	14
Cc1ccc(NC(=O)CN2C(=O)NC3(CCc4ccccc43)C2=O)cc1Cl (centres undefined)
→ -2	-4
O=C(O)C1CCCCC1C(=O)NCc1ccc(F)cc1 (centres undefined)
→ 3	-1
O=C(O)c1ccc(CN2C(=O)c3ccccc3S2(=O)=O)cc1
→ 0	0
O=C(NC1CCCC1)c1cc2c(ccc3ccccc32)o1
→ 0	5
O=C1c2ccccc2C(=O)N1CCCP(=O)(O)CCc1ccccc1
→ 1	4
COc1ccc(N2C(=O)CCC(C(=O)NCCN3CCOCC3)C2c2ccc(OC)c(OC)c2)cc1 (centres undefined)
→ 1	0
Cc1cc2nnc(SCC(=O)NCc3cccs3)n2c2ccccc12
→ 1	-1
c1ccc(-c2nnc(-c3c[nH]c4ccccc34)nc2-c2ccccc2)cc1
→ 3	-1
Cc1nc(NNC(=O)c2ccc(Cl)cc2Cl)cc(-c2ccccc2)n1
→ -2	-1
C=CCOC(=O)C1=C(C)NC(=O)NC1/C=C/c1ccccc1 (centres undefined)
→ -2	-11
CCc1nnc(NC(=O)c2cc(-c3ccccc3)nn2-c2ccccc2)s1
→ 5	6
Cc1cc(C)n(CCOC(=O)c2sc3ccccc3c2Cl)n1
→ -5	-2
Cn1nnc2cc(C(=O)NC3CC3)ccc21
→ 0	0
Cn1cnc(S(=O)(=O)N2CCc3ccccc32)c1
→ 0	-1
Cc1ccc(Cl)cc1N1CCN(S(=O)(=O)c2ccc3c(c2)OCCO3)CC1
→ -1	3
O=C(O)CSc1c[nH]c2ccccc12
→ 2	-12
O=C(c1ccc2c(c1)OCO2)N1CCCN(C(=O)c2ccc3c(c2)OCO3)CC1
→ 0	-4
O=C(NCc1ccco1)/C(=C\c1cccnc1)NC(=O)c1ccccc1F
→ -2	-4
O=C(c1noc2c1CCc1ccccc1-2)N1CCOCC1
→ -3	-2
Cc1ccc2nc(-c3cccc(NC(=O)c4ccco4)c3)[nH]c2c1
→ -8	3
Cc1sc(NC(=O)CSC2=NCCS2)nc1-c1ccccc1
→ 0	29
O=C(N/N=C\c1ccc(Cl)cc1)c1sccc1-n1cccc1
→ -1	-11
Cc1cc(C)cc(CC2CC(=O)N(c3nc(C)cc(C)n3)C2=O)c1 (centres undefined)
→ 4	-7
CCC(CC)C(=O)Nc1c(C)n(C)n(-c2ccccc2)c1=O
→ 0	12
CCOc1ccccc1C(=O)NCc1ccco1
→ -1	2
N/C(Cc1cccs1)=N\OC(=O)COc1ccc(Br)cc1
→ 2	3
COc1ccc(/C=N/NC(=O)c2cc(-c3ccc(C)cc3C)nc3ccccc23)cc1COC(C)=O
→ -2	8
O=C(NCc1ccco1)C(c1ccco1)N(Cc1cccs1)C(=O)Cn1nnc2ccccc21 (centres undefined)
→ 1	11
COCc1cc(C)nc2sc(C(=O)OC(C)C)c(N)c12
→ -9	-8
COc1ccc(CC(=O)Nc2ccc(-c3nc4cc(C)ccc4o3)c(O)c2)cc1OC
→ -1	-1
CCSC1=C(C#N)C(c2ccccc2Cl)C(C(=O)c2cccs2)C(O)(C(F)(F)F)N1 (centres undefined)
→ 2	-12
O=C1C2C3C=CC(C3=C3CCCCC3)C2C(=O)N1c1ccccc1 (centres undefined)
→ 0	-8
N#Cc1ccc(CSc2nnc(-c3ccccn3)n2-c2ccccc2)cc1
→ 3	-8
O=C(c1cccs1)N1CCCC1
→ -1	-3
COc1cc2c(cc1OC)C(c1ccc(N(C)C)cc1)CC(=O)N2 (centres undefined)
→ 0	2
O=C(CCN1CCN(C(=O)c2ccco2)CC1)Nc1ccc(F)cc1
→ 0	3
COc1ccc(CNC(=O)/C=C/c2ccc(OCCCF)cc2)cc1
→ -1	1
O=C(NCCCc1ccccc1)c1cnc2n(c1=O)CCS2
→ -1	-2
COc1ccccc1OCc1ccc(C(=O)NN)cc1
→ 6	11
O=S(=O)(Nc1ccccc1)c1ccc(F)cc1
→ -2	-1
CC(C)CN(CC(C)C)c1nc(N)c(C#N)c(CC#N)c1C#N
→ 2	-5
CC1(C)c2ssc(=S)c2-c2ccccc2N1C(=O)CSC1=NCCS1
→ -2	-4
c1cc(-c2noc(CCC3CCCC3)n2)ccn1
→ 0	-3
O=[N+]([O-])c1ccc(S(=O)(=O)c2cccc(C(F)(F)F)c2)nc1
→ -3	-172
Cc1c(C(=O)N2CCOCC2)sc2ncn(CC(=O)N3CCC(C)CC3)c(=O)c12
→ 2	6
O=C(COC(=O)c1ccco1)Nc1ccccc1
→ -1	11
O=C(NC1CCCC1)C(c1ccncc1)N(CC1CCCO1)C(=O)Cn1nnc(-c2cccs2)n1 (centres undefined)
→ -1	4
COc1ccc(N2CCN(C(=O)CSc3nc4cc(OC)c(OC)cc4cc3C#N)CC2)cc1
→ 3	-4

# Other results follow:
# Fields: Cneo AK release	PGC1a acetyl inh
CCOC(=O)c1ccc(CNC(=O)CSc2nnnn2-c2ccc(Cl)cc2)o1
→ 15	6
Cc1ccc(-c2ccc(CCC(=O)O)n2NC(=O)c2ccco2)cc1
→ 0	-5
CC1CCN(S(=O)(=O)c2cccc(-c3nnc(-c4cccnc4)o3)c2)CC1
→ 3	-17
CCOC(=O)c1cc(CC)sc1NC(=O)CCC(=O)O
→ 2	-37
COc1ccc(CN=Cc2c(C(F)(F)F)[nH][nH]c2=O)cc1
→ 1	5
CCc1cccc(CC)c1N(COC)C(=O)Cn1ccccc1=N
→ 0	4
COC(=O)c1cc(NC(=O)CN(c2ccc(OC)cc2)S(=O)(=O)c2ccc(F)cc2)ccc1Cl
→ 8	-17
COC(=O)c1ccc(NC(=O)c2ccccc2N(C)S(=O)(=O)c2ccccc2)cc1
→ 2	-11
COc1ccc(NS(=O)(=O)c2ccc(OC)c3ccccc23)cn1
→ 2	0
N#CCC(=O)N1CCn2c1nc1ccccc12
→ 3	-4

# Full records, looked up by structure.
# O=S(=O)(c1ccc2ccccc2c1)N1CCN(S(=O)(=O)N2CCOCC2)CC1 as listed: Cneo AK release = -2; PGC1a acetyl inh = -17
# CCOC(=O)c1ccc(CNC(=O)CSc2nnnn2-c2ccc(Cl)cc2)o1 as listed: Cneo AK release = 15; PGC1a acetyl inh = 6

# Carrying on.
# Fields: Cneo AK release	PGC1a acetyl inh
O=C(NCCCN1CCOCC1)C1CC(=O)N(CCc2ccccc2)C1 (centres undefined)
→ 0	6
COc1cccc(C2C(C(=O)c3cccs3)=C(O)C(=O)N2c2cc(C)on2)c1 (centres undefined)
→ 0	15
COc1ccc(-c2noc(-c3ccc4c(c3)OCO4)n2)cc1
→ -3	13
CCOc1cccc(NC(=O)Cc2cccs2)c1
→ -1	3
Cc1ccc(-c2nc(-c3ccccn3)no2)cc1Cl
→ -12	-12
Cc1c(N(C)C(=O)c2ccco2)c(=O)n(-c2ccccc2)n1C
→ 1	-14
CNc1c([N+](=O)[O-])ncn1C
→ 1	-13
Cc1c(Cl)c(-c2n[nH]c(=S)n2-c2ccc(F)cc2)nn1C
→ -1	-13
O=C(COc1ccc(Cl)cc1Cl)OCn1nnc2ccccc2c1=O
→ -1	10
COc1ccc(CN2CCN(C(=O)C3CC(=O)N(C4CCCCCC4)C3)CC2)c(OC)c1OC (centres undefined)
→ 1	-2

# An excerpt of these results, with tabs.
structure	Cneo AK release	PGC1a acetyl inh
O=C(COc1ccc(Cl)cc1Cl)OCn1nnc2ccccc2c1=O	-1	10
COc1ccc(CN2CCN(C(=O)C3CC(=O)N(C4CCCCCC4)C3)CC2)c(OC)c1OC (centres undefined)	1	-2

# The list goes on.
# Fields: Cneo AK release	PGC1a acetyl inh
CCn1c(SCC(=O)Nc2nonc2C)nnc1-c1ccoc1C
→ 0	-4
CCc1ccc(C2C(C(C)=O)=C(C(=O)OC)Nc3nnnn32)cc1 (centres undefined)
→ 1	0
COc1ccc2cc3cc(C(=O)NCCN4CCN(Cc5ccccc5)CC4)oc3nc2c1
→ 0	-8
COc1ccc(F)cc1S(=O)(=O)n1cc(C)nc1-c1ccccc1
→ 0	34
COC(=O)C1C(=O)C2=C(CC1C)NC(=O)CC2c1ccc(O)c(OC)c1 (centres undefined)
→ 0	-1

# This is a subset (hit frequency here may not be typical).
